RBBP9 inhibitor = inhibitors of human serine hydrolase RBBP9; O75884; recombinant RBBP9, FP-Rh probe fluorescence polarization; inhibition, % at 7.94 µM; actives 0.2% (n = 220,000); AID 1515;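 active = inhibition above the campaign mean of all tested compounds plus 3 SD, cut at about 14% in these data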;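 note: plate controls were DMSO wells with RBBP9 for no effect and wells lacking RBBP9 protein for full effect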
Target sequence (O75884 whole entry, looked up): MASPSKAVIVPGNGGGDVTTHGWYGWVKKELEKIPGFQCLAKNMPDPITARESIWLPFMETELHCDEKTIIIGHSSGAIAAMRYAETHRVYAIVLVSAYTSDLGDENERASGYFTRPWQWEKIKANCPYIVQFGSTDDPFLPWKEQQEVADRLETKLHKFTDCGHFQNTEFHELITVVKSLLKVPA
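System: RBBP9 protein / Buffer or medium: Tris/NaCl buffer pH 8.0 with 0.1% Pluronic / Probe or stimulus: Serine-hydrolase probe FP-Rh, 375 nM pre-mixing / Dosing: 7.94 µM single dose, 0.794% DMSO / Times: enzyme-compound preincubation 30 min, then probe labeling 45 min, 25 °C / Technique: fluorescence polarization (mP), excitation 525 nm, emission 598 nm / Replication: singlicate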
BaF3 tox = reduces parental Ba/F3 cell viability, JAK2V617F counter-screen. actives 1.1% (n = 220,000). inhibition, % at 5.6 µM. CellTiter-Glo ATP luminescence;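 active = inhibition above a per-campaign cutoff, the mean inhibition of all tested compounds plus 3 SD, cut at about 27% in these data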;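 note: 0% = DMSO wells and 100% = JAK Inhibitor I control wells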
NPY2 pot ag = human NPY-Y2 potentiation or agonism, primary screen | cells expressing NPY-Y2, potentiator/agonist read-out | activation, % at 3.6 µM | actives 0.45% (n = 220,000) | AID 1359; in the data active = activation above about 27%;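 note: cells stimulated with NPY near EC25 plus isoproterenol at EC100; 0% = vehicle plus submaximal agonist and 100% = vehicle plus saturating agonist; some results beyond the cut were filed as inactive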
NPY1 pot ag = human NPY-Y1 potentiation or agonism, primary screen; NPY-Y1 expressing cells, potentiator/agonist activation; activation, % at 3.6 µM; actives 0.37% (n = 220,000); P25929; in the data active = activation above about 33%, passing the limit was not always enough;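 note: cells stimulated with NPY at EC10 then isoproterenol at EC100; 0% = low agonist plus stimulus and 100% = saturating agonist plus stimulus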
Ba/F3 V617F tox = reduce viability of Ba/F3 cells dependent on JAK2V617F. Ba/F3 EpoR-JAK2V617F viability, ATP luminescence. AID 1446. inhibition, % at 5.6 µM. actives 1.1% (n = 220,000);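 active = inhibition above the campaign mean plus 3 SD over all tested compounds, cut at about 24% in these data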;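 note: cytokine-independent growth of Ba/F3 cells driven by EpoR plus mutant JAK2; 0% = DMSO-treated cells and 100% = JAK inhibitor I control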
NPY Y1 blocker = blocks the human neuropeptide Y Y1 receptor; P25929; HEK293-CNG Y1 cells, membrane potential fluorescence; NPY at EC95, then isoproterenol; inhibition, % at 3.6 µM; actives 1% (n = 200,000); AID 1040;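 active = inhibition above the campaign mean inhibition of all tested compounds plus 3 SD, cut at about 20% in these data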;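 note: 0% = DMSO wells given NPY plus isoproterenol and 100% = isoproterenol alone without NPY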
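Material: HEK293 Y1/CNG channel cell line | Also added: NPY (25 nM), isoproterenol (1 µM), Ro 20-1724 (25 µM) | Compound: One concentration, 3.6 µM, in 0.4% DMSO | Schedule: 3 h dye uptake, 1 h room-temperature compound, 45 min post-isoproterenol | Signal: Membrane-potential fluorescent dye readout | Read-out: % inhibition of NPY effect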
Runt-CBFb FRET = inhibitors of human RUNX1 Runt domain binding to CBFb; Q01196+Q13951; Cerulean-Runt/Venus-CBFb FRET ratio 530/480, 1 h; inhibition, % at 20 µM; actives 0.46% (n = 220,000);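 active = inhibition over about 50% at 20 µM in the single-dose screen, limit read from the data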;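 note: 0% = DMSO wells and 100% = excess unlabeled CBFb competitor control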
Target sequence (Q01196 whole entry, looked up, the tested form may be a part): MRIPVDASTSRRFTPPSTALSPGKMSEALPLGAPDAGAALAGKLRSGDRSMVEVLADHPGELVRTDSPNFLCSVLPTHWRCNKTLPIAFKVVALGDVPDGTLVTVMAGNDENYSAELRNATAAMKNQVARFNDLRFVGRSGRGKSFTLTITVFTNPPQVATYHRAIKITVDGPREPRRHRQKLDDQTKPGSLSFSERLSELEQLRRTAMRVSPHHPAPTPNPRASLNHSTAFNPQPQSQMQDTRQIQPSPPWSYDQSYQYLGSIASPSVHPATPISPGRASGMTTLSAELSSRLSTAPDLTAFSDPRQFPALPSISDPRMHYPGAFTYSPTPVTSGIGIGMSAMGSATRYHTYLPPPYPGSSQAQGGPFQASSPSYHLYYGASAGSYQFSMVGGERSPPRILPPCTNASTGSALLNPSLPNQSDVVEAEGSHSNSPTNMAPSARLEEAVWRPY
Target sequence (Q13951 whole entry, looked up, the tested form may be a part): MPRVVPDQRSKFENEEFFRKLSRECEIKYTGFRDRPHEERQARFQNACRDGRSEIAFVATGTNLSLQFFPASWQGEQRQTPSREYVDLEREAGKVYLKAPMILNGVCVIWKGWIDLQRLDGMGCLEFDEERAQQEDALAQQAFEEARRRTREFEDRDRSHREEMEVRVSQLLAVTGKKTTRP
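Buffer or medium: Tris pH 7.5 buffer with BSA. Assay system: Cerulean-labeled Runt domain protein. Amount: each fluorescent fusion protein 100 nM. Read-out basis: loss of energy transfer signal. Incubation: 1 h compound exposure, room temperature. Probe or stimulus: Venus-CBFb binding partner, 100 nM. Detection: FRET, excitation 422 nm, emission at 530 and 480 nm.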
S1P4 ag = activates the human S1P4 receptor; O95977; activation, % at 4.98 µM; actives 0.35% (n = 220,000); AID 1509; S1P4-expressing cell line, agonist reporter assay; in the data active = activation above about 11%;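 note: 0% = DMSO vehicle and 100% = reference agonist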
S1P4 antagonist = human S1P4 receptor antagonism; O95977; S1P4-expressing cells, antagonist mode, reporter read-out; inhibition, % at 4.98 µM; actives 0.26% (n = 220,000); in the data active = inhibition above about 29%;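 note: 0% = wells stimulated with agonist and 100% = vehicle wells without agonist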
Starred values were filed as active, the others as inactive; . = not tested or not shown. The order is random. Share with any hit: about 3.6%.

SMILES	RBBP9 inhibitor	BaF3 tox	NPY2 pot ag	NPY1 pot ag	Ba/F3 V617F tox	NPY Y1 blocker	Runt-CBFb FRET	S1P4 ag	S1P4 antagonist
CC1(C)CC(N=Cc2c(O)n(Cc3ccc4c(c3)OCO4)c(=O)c3ccccc23)CC(C)(C)N1	-10	6	-6	-31	-1	6	3	0.4	-11
Cc1cc(C)n2c(SCC(=O)NC3CCCC(C)C3C)nnc2n1 (centres undefined)	-4	6	-15	5	-1	3	-2	0.0	-16
CCOC(=O)NC(=O)CSc1ccc(C)cc1C	-8	6	-6	-14	1	5	-2	0.9	-2
O=C(Cc1cccs1)Nc1cccc(-c2nc3ccccc3[nH]2)c1	-11	14	-11	-34	8	4	0	-0.3	-1
Cn1c(C(=O)N2CCCC(C(=O)NCc3ccc4c(c3)OCO4)C2)cc2sccc21 (centres undefined)	-8	5	-4	-17	0	6	1	0.6	-8
CSc1nc(Cl)c(Cc2ccc(OCC(C)C)cc2)c(N2CCOCC2)n1	-1	4	1	-7	-5	2	-2	0.7	-20
COc1ccc(CCN(C)S(=O)(=O)c2ccc(Cl)nc2)cc1OC	-8	8	1	-12	2	2	1	1.5	-14
COc1ccc(-c2[nH]ncc2CN2CCC(c3ccncc3)CC2)cc1F	-8	-2	4	19	-3	.	0	0.8	-11
COCc1cc(=O)n2[nH]c(C(F)(F)F)nc2n1	-1	6	3	-15	2	3	1	-0.3	11
CC12CN3CC(C)(CN(C1)C3c1ccc([N+](=O)[O-])o1)C2=O (centres undefined)	-2	2	-11	8	-4	1	-1	2.9	-19
CCOC(=O)C(C)Sc1nnc(NC(=O)c2ccc(C)c([N+](=O)[O-])c2)s1 (centres undefined)	-5	2	14	3	-1	-7	0	4.5	-14
N#CC1(c2ccccc2)CCCN1C(=O)c1ccc(Br)cc1 (centres undefined)	-3	4	-3	-5	-3	10	1	1.7	-6
C/C(=N\NC(=O)CC1N=C(Cc2ccccc2)NNC1=O)c1ccccc1 (centres undefined)	-3	0	-5	6	-2	-2	-2	0.8	-11
CCCn1[nH]cc(SC)c(=O)c1=O	-4	4	-4	-17	1	6	-1	4.1	-14
COc1ccccc1C(CC(=O)c1ccccc1)CC(=O)c1ccccc1	-7	2	-14	-18	-1	21*	-2	-0.1	1
Cc1ncc([N+](=O)[O-])n1CC(=O)NCc1ccccc1	-5	4	3	37	0	11	-1	-0.1	-9
COC(=O)c1ccc(/C=N/NS(=O)(=O)c2cc(C)ccc2C)cc1	-3	4	-14	-22	1	5	2	2.2	-6
CCOc1ccc(C2=Nn3c(nnc3-c3ccco3)SC2)cc1	-10	0	-11	-27	-1	-4	5	-1.1	-15
CCOC(=O)N1CCC(N2Cc3cccc(C(=O)Nc4ccc(OC)c(OC)c4)c3C2=O)CC1	-10	9	-2	9	-1	7	-4	-0.5	-27
CC(=O)c1cccc(NC(=O)CO/N=C2/CCCc3nonc32)c1	-6	6	-10	-3	-2	2	0	-1.4	13
C=CCn1c(SCC(=O)NCCO)nc2sc(C)c(C)c2c1=O	3	4	-5	0	-2	-2	-2	0.0	-6
CC(Nc1ccc2c(c1)OCCO2)C(=O)N1c2ccccc2CC1C (centres undefined)	-1	7	23	26	1	7	4	16*	-8
CCOC(=O)N1CCN(c2cc(N(C)CCO)c([N+](=O)[O-])c3nonc23)CC1	-4	4	14	4	-2	1	-4	0.0	-3
C=CCN(CC=C)C(=O)C1CCC(C(=O)N(CC=C)CC=C)CC1 (centres undefined)	-3	2	9	-13	0	-4	0	-1.4	-3
CC1(c2ccc3c(c2)OCO3)NC(=O)N(CC(=O)NCCC2=CCCCC2)C1=O (centres undefined)	-3	2	-4	2	1	-1	0	1.5	-7

Some of the entries so far, with values under each structure:
Order of values: RBBP9 inhibitor	BaF3 tox	NPY2 pot ag	NPY1 pot ag	Ba/F3 V617F tox	NPY Y1 blocker	Runt-CBFb FRET	S1P4 ag	S1P4 antagonist
- CC1(C)CC(N=Cc2c(O)n(Cc3ccc4c(c3)OCO4)c(=O)c3ccccc23)CC(C)(C)N1
→ -10	6	-6	-31	-1	6	3	0.4	-11
- Cc1cc(C)n2c(SCC(=O)NC3CCCC(C)C3C)nnc2n1 (centres undefined)
→ -4	6	-15	5	-1	3	-2	0.0	-16
- CCOC(=O)NC(=O)CSc1ccc(C)cc1C
→ -8	6	-6	-14	1	5	-2	0.9	-2
- O=C(Cc1cccs1)Nc1cccc(-c2nc3ccccc3[nH]2)c1
→ -11	14	-11	-34	8	4	0	-0.3	-1

(list continues)
SMILES	RBBP9 inhibitor	BaF3 tox	NPY2 pot ag	NPY1 pot ag	Ba/F3 V617F tox	NPY Y1 blocker	Runt-CBFb FRET	S1P4 ag	S1P4 antagonist
O=C(Nc1ccc(Cl)cc1C(=O)Nc1ccncc1)c1ccco1	-5	5	2	4	1	1	2	-0.7	8
CN(CC(O)COCc1ccc2c(c1)OCO2)C1CCCCC1 (centres undefined)	6	-2	-3	15	-4	-4	-1	0.6	-7
NC(=O)c1ccsc1NC(=O)COC(=O)Cc1cccc2ccccc12	1	0	13	-26	-3	2	2	0.2	-14
COc1cccc(C(=O)/C=C/c2ccc(OCC#N)c(OC)c2)c1	-11	1	9	6	-3	-1	2	1.9	0
Cc1cccc(-n2c(C)nc3sccc3c2=O)c1	5	3	-21	-20	4	-1	-1	1.4	-22
Cc1cccc(C)c1NC(=S)NCc1ccccc1	-10	8	-12	-8	2	-2	.	2.1	4
Cc1cc(C)n(CC(O)COc2cccc(OCC(O)Cn3nc(C)cc3C)c2)n1 (centres undefined)	-5	3	-4	3	3	-6	0	-0.5	-12
Cc1cc(C)n(C(=O)c2c([N+](=O)[O-])cnn2C)n1	1	3	-18	-11	4	1	-1	9.8	-47
COc1ccc(NS(=O)(=O)c2ccc(NC(=S)NC(=O)c3ccc(F)cc3)cc2)nn1	-7	6	-8	-19	0	3	5	0.0	-5
CN(CC(=O)O/N=C(\N)c1ccc([N+](=O)[O-])cc1)S(=O)(=O)c1ccc2ccccc2c1	-2	2	13	-19	-3	7	3	1.2	-2
CC1CCCC(C)N1C(=O)CN1C(=O)C(C)(C)Oc2ccc(C(=O)NC3CCCCC3)cc21 (centres undefined)	-2	3	5	-1	1	9	-3	-1.5	4
O=c1cc(N2CCc3ccccc32)[nH]c(=O)n1Cc1ccc(F)cc1	-4	9	-4	-8	0	0	3	-0.9	-7
COCCn1c(SCC(=O)NCC2CCCO2)nc2c(c1=O)SC(C)C2 (centres undefined)	5	-1	9	12	-4	5	0	0.4	-15
CCOC(=O)C1=C(C)Nc2ncnn2C1c1ccc2c(c1)OCO2 (centres undefined)	-9	-1	11	-20	-4	2	-1	0.3	3
Nc1n[nH]c(C2CC2)c1N=Nc1ccc(Cl)cc1	6	-1	9	14	3	.	-1	0.7	17
O=c1c2cnn(-c3ccccc3)c2nc(-c2ccco2)n1-c1ccccc1	-7	5	-13	-15	-1	-5	3	2.0	-28
COc1ccc(/C=C/C(=O)Nc2ccc(N3CCOCC3)cc2)cc1	-6	2	4	7	-2	2	0	-0.4	-10
CC(=O)/C(=N/Nc1ccccc1Cl)Sc1nnc(C(O)c2ccccc2)n1-c1ccccc1 (centres undefined)	-6	3	-11	-14	-3	3	-5	1.8	-14
NC(=O)C1CCN(C(=O)c2ccc(CS(=O)(=O)c3c(Cl)cccc3Cl)o2)CC1	-4	1	3	5	-2	-1	1	-3.7	-4
O=C(NNS(=O)(=O)c1ccccc1)c1cccs1	-6	5	8	12	-3	5	0	-1.2	-3
C=CCn1c(O)c(N=NC(=O)c2ccccc2NS(=O)(=O)c2cccs2)c2ccccc21	-4	5	2	-7	-2	-3	-2	-1.6	-1
O=C(CCN1C(=O)C2CC=C(Cl)CC2C1=O)Nc1ccccc1O (centres undefined)	-5	7	11	6	-2	4	0	-0.2	-2
COc1ccc(S(=O)(=O)N2CCCCC2)cc1NC(=O)CN(C)C1CCCCC1	-2	10	-23	-1	3	2	-1	-0.5	-40
Cc1cccn2c(CN(C)CC3Cc4ccccc4O3)c(C(=O)N3CCCCC3)nc12 (centres undefined)	-5	5	-8	-10	4	2	-2	-0.8	3
CCN1CCCC1CNC(=O)CCc1nc(-c2ccc(C)cc2)no1 (centres undefined)	-1	2	9	5	-1	2	-2	0.0	-6

Further records.
SMILES	RBBP9 inhibitor	BaF3 tox	NPY2 pot ag	NPY1 pot ag	Ba/F3 V617F tox	NPY Y1 blocker	Runt-CBFb FRET	S1P4 ag	S1P4 antagonist
Cc1ccc(N=Cc2c(O)cc(C)oc2=O)c(C)c1	-8	3	-20	-2	5	2	-16	-0.6	-18
O=S(=O)(c1ccc(Cl)cc1)N1CCC(n2cccc2)CC1	0	0	1	13	2	.	-2	-0.2	4
O=C(OCCN1C(=O)c2ccccc2C1=O)c1cnccn1	-9	5	9	-1	3	2	-2	0.6	-4
CCSc1ccc(-c2cccc([N+](=O)[O-])c2)nn1	-10	6	-17	-5	1	1	0	0.0	8
COC(=O)COc1ccc2c(=O)c(-c3ccccc3)coc2c1	0	1	15	30	2	.	2	0.9	3
O=C(COC(=O)c1cccc(S(=O)(=O)N2CCOCC2)c1)Nc1ncc(C(F)(F)F)cc1Cl	-10	1	-2	-3	-1	-1	0	-2.9	16
CC(C)CN1C(=O)c2ccc(C(=O)Nc3c[nH]c(=O)[nH]c3=O)cc2C1=O	3	11	-15	5	4	-2	-3	-0.2	12
O=C1CCc2cc(S(=O)(=O)N3CCC(C(=O)NC4CCCc5ccccc54)CC3)ccc2N1 (centres undefined)	-8	5	-2	8	1	2	1	0.8	-14
CC(C)(C)c1ccc(C(=O)N2CCN(c3nc4ccccc4o3)CC2)cc1	0	1	6	-1	0	1	0	5.8	-4
CN(C)c1ccc(NC(N)=S)cc1	11	4	4	-10	-4	2	8	1.4	-4
CCOC(=O)CC(NC(=O)c1cc2cc(Br)ccc2oc1=O)c1cccc([N+](=O)[O-])c1 (centres undefined)	13	7	-18	-5	4	2	2	0.7	-8
CCc1ccc(NC(=O)C(C)OC(=O)C2CCC(=O)N2)cc1 (centres undefined)	-6	4	9	-6	3	4	0	0.7	-13
CCCn1c(CNC(=O)Cc2ccccc2)nc2ccccc21	-6	3	3	10	-2	5	-2	1.6	-17
COc1ccc(OC)c(S(=O)(=O)N2Cc3ccccc3CC2C(=O)Nc2nccs2)c1 (centres undefined)	-2	7	8	13	-3	-11	1	-3.3	-17
Cc1ccc(SCc2nc(N)nc(Nc3ccccc3C)n2)c(C)c1	-6	3	-15	2	2	9	-2	-0.4	-3
Cc1cc(C(=O)OCC(=O)Nc2ccc(F)c(F)c2)c(C)o1	-5	3	-7	8	-7	2	1	4.8	-15
O=C(Cn1c(=O)oc2cc(S(=O)(=O)N3CCCC3)ccc21)NCc1ccc(F)cc1	-1	6	-4	3	-2	-7	1	0.5	-26
